aSyn yeast rescue: qHTS of alpha-syn Inhibitors: NCGC Sytravon Library Screen; S. cerevisiae alpha-synuclein toxicity rescue, BacTiter-Glo growth, 24 h; Potency, µM (titrated, usually from 46.1 µM), inactives show at the top dose growth rescue (activation), actives largely listed as activators; 94,000 compounds, 0.02% hits; AID 1347070, 2019; active = well fitted activation curve with a large enough effect; inconclusive = small, poorly fitted or top-dose-only effect; also: 0% is about no effect
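Growth restoration measured by BacTiter-Glo luminescence after 24 hr at 30 deg C; alpha-synuclein yeast, raffinose-pregrown to mid-log, were added at OD600=0.02 in galactose medium onto pinned compounds.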
* = called active by the depositor; ? = inconclusive; & = joins results of further samples; [ ] = dose if it differs, or a comment. Potency is read from the fitted curve at half-maximal effect.

compound | aSyn yeast rescue
CCC(C)NC(=O)Cn1ncc2c(C)n(Cc3ccc(F)cc3)c(C)c2c1=O (configuration not stated) | 2%
COc1ccccc1CNC(=O)c1oc2ccc3c(c2c1C)C(=O)CC(C)(C)O3 | 6%
COc1ccc(/C=C2\SC(=S)N(CCCC(=O)N3CCN(C)CC3)C2=O)cc1 | 9%
Cc1coc2c(C)c3oc(=O)c(CC(=O)N4CCCCC4)c(C)c3cc12 | 6%
CCOC(=O)c1c(C)[nH]c(C)c1S(=O)(=O)N1CCC(C(=O)NCc2ccc(N(C)C)cc2)CC1 | 8%
CCc1ccc(Oc2nc3c(C)cccn3c(=O)c2/C=C(\C#N)c2nc3ccccc3[nH]2)cc1 | 2%
O=C(COCc1cc(-c2ccc3c(c2)OCO3)on1)Nc1cccc(O)c1 | -10%
O=C(c1ccc([N+](=O)[O-])s1)N1CCc2ccccc2C1 | 1%
CCCCN(CCCC)CCNC(=O)Cn1nc(C)n2c(cc3sccc32)c1=O | 0%
Cc1ccc(CNC(=O)C2CCN(Cc3nc(-c4ccccc4C)oc3C)CC2)cc1 | 7%
CNC(=O)c1cc(NC(=O)CCn2nc(-c3ccc(C)cc3)c3ccccc3c2=O)ccc1OC | 9%
Cc1cc(C)n2nc(S(=O)(=O)NC3CCCCC3)nc2n1 | 0%
CC(C)CC(=O)Nc1nnc(S(=O)(=O)N(C)c2ccc(Cl)cc2)s1 | -9%
COC(=O)c1c(-c2ccccc2)[nH]c(-c2nccc3ccccc23)c1C(=O)OC | 16%
Cc1ccc(NC(=O)Cn2nc(C(F)(F)F)c3c2CCCC3)cc1C | 4%
COc1ccc(Cn2cc(S(=O)(=O)c3ccc(Cl)cc3)c(=O)c3cc4c(cc32)OCO4)cc1 | -1%
Cc1ccc([C@H]2N[C@]3(CCCN(Cc4ccccc4)C3=O)[C@H]3C(=O)N(Cc4ccccc4)C(=O)[C@@H]23)cc1 | 8%
COC(=O)c1sccc1S(=O)(=O)N(CC(=O)Nc1cc(F)ccc1F)c1ccc(C)c(C)c1 | -10%
Cc1c(C(=O)Nc2cc(F)ccc2F)sc2nc(-c3ccc(F)cc3)cn12 | -2%
CN(C)CCCC1(O)c2ccccc2CCc2ccccc21 | 12%
N#Cc1ccc(NC(=O)c2cc(-c3cccc(Cl)c3)on2)cc1 | -5%
COc1cccc(NC(=O)c2c(C(=O)Nc3ccccc3)sc3nc(C)cc(=O)n23)c1 | 10%
COc1ccc2oc(=O)cc(CN3CCN(C(=O)c4ccccc4)CC3)c2c1 | 4%
Cn1cc(Cl)c(C(=O)OCC(=O)Nc2cccc(Cl)c2)n1 | 5%
O=C(COC(=O)CCc1nc2ccccc2c(=O)[nH]1)NCc1ccc(F)cc1 | -4%
CCn1c(=O)cc(OCC(=O)Nc2cc(OC)c(OC)c(OC)c2)c2ccccc21 | -1%
Cc1ccc2c(c1)CCO[C@@]21O[C@H](CCO)C[C@H](O)[C@H]1O | -10%
Cc1ccn2cc(CCNC(=O)C3CC=CCC3C(=O)O)nc2c1 (configuration not stated) | -13%
CCc1ccc(C2=NNC(=Nc3c(C)n(C)n(-c4ccccc4)c3=O)SC2)cc1 | -6%
COc1ccc(C)cc1NS(=O)(=O)c1cn(C)c(=O)n(C)c1=O | 11%
N/C(=N\OC(=O)CCCC(=O)O)c1ncc(C(F)(F)F)cc1Cl | -48%[inhibitor]
CCC1CN(C)C2Cc3c([nH]c4ccccc34)C(=O)CC1C2C(=O)OC (configuration not stated) | 9%
O=S(=O)(Nc1cccc2ccccc12)c1ccccc1 | 10%
O=C(O)c1cccc(-n2cccc2/C=C2\NC(=O)N(Cc3ccc(F)cc3)C2=O)c1 | 4%
O=C(c1ccc2c(c1)OCO2)N1CCN(CCN2C(=O)c3cccc4cccc(c34)C2=O)CC1 | -2%
NS(=O)(=O)c1ccc(CNC(=O)CCSCCC(=O)NCc2ccc(S(N)(=O)=O)cc2)cc1 | -6%
CC(C)N(C(=O)C[n+]1ccsc1N)c1ccccc1 | -8%
CCCCOc1ccc(CNC(=O)c2cnc3sc(N4CCCCCC4)nn3c2=O)cc1 | -2%
Cc1cc(C)cc(NC(=O)Cn2c(C(F)(F)F)nc3ccccc32)c1 | 8%
O=C(Cn1nnc2ccccc21)Nc1ccc([N+](=O)[O-])cc1 | -1%
O=c1c2cc3c(cc2n(Cc2cccc(Cl)c2)c(=O)n1Cc1nc(-c2ccccc2)no1)OCO3 | 0%
Cc1cccc(OCC(=O)NCC(c2cccs2)N2CCOCC2)c1 (configuration not stated) | 0%
O=C(O)c1ccc(Nc2ncc([N+](=O)[O-])cc2[N+](=O)[O-])cc1 | 1%
Cn1cc(S(=O)(=O)N2CCOCC2)cc1C(=O)Nc1ccc(Cl)c(C(F)(F)F)c1 | 1%
COc1ccccc1CNC(=O)c1ccc2c(=O)n(CC3CCCO3)c(=S)[nH]c2c1 (configuration not stated) | 0%
COc1cccc(CNC(=O)c2oc3ccc4c(c3c2C)C(=O)CC(C)(C)O4)c1OC | 15%
CC(=O)Nc1cccc(OCc2ccc([N+](=O)[O-])cc2)c1 | 0%
CC(C(=O)N1CCCC1)N(c1ccc(Cl)cc1)S(C)(=O)=O (configuration not stated) | -7%
COc1cc2c(cc1OC)C1(CCCCC1)CN(C)C2 | -4%
COc1cc(NS(=O)(=O)c2ccc3c(c2)CC(=O)N3)cc(OC)c1OC | -1%
Cc1cn2c(=O)cc(COc3cccc(NC(=O)c4cccc(F)c4)c3)nc2s1 | -9%
CCOc1ccc(N(CC)S(=O)(=O)N2CCCC(C(=O)Nc3ccc(OC)c(OC)c3)C2)cc1 (configuration not stated) | -8%
COc1ccc(OC)c2sc(N3CCN(C(=O)C4COc5ccccc5O4)CC3)nc12 (configuration not stated) | 0%
COc1ccc2c(c1)C=C(C(=O)OCc1cccnc1)CO2 | -8%
Cc1cc2oc(C(=O)N(Cc3ccccc3F)C3CCS(=O)(=O)C3)c(C)c2cc1Cl (configuration not stated) | ?
CC(=O)Nc1ccc(OS(=O)(=O)c2ccc(Cl)cc2)cc1 | 10%
Cc1cccnc1Nc1nc(-c2ccc(O)c(O)c2)cs1 | -1%
Cc1nn(CCCC(=O)NCc2ccccc2)c(=O)c2nccn12 | 3%
Cc1cc(NS(=O)(=O)c2ccc(NC(=O)C3CCCCC3)cc2)no1 | 1%
CCN1C(=O)C(O)(c2c(C)[nH]c3ccccc23)c2ccccc21 (configuration not stated) | 8%

Continued:
| SMILES | aSyn yeast rescue |
| --- | --- |
| CCN(CC)CCCNC(=O)c1sc2nc3n(c(=O)c2c1C)CCCCC3 | -7% |
| O=C(CC1C(=O)N(Cc2ccccc2)C(=S)N1CCN1CCOCC1)Nc1ccc(F)cc1 (configuration not stated) | 0% |
| Cc1ccc(-n2nnnc2SCC(=O)NC(C(=O)O)(c2ccccc2)c2ccccc2)cc1C | 3% |
| Cc1ccc2nc(NCc3ccccc3)c(C#N)cc2c1 | 0% |
| COc1ccc(C)cc1NC(=O)NC(C)c1c(-n2cccc2)sc(C)c1C (configuration not stated) | -4% |
| COc1cc(OC)c(NC(=S)NCc2ccccc2)cc1Cl | 11% |
| COC(=O)c1sccc1S(=O)(=O)N(CC(=O)NCc1ccc(C)cc1)c1ccc(C)c(C)c1 | 8% |
| NC(=O)Cn1c(=O)n(CCCCCC(=O)NCc2ccccc2)c(=O)c2sccc21 | 6% |
| COC(=O)c1ccc(CSc2nc3c([nH]c4ccccc43)c(=O)n2-c2cccc(OC)c2)o1 | 2% |
| Cc1noc(C)c1S(=O)(=O)N(C)C[C@H]1OCCCC[C@@H](C)Oc2ccc(NS(=O)(=O)c3cn(C)cn3)cc2C(=O)N([C@H](C)CO)C[C@@H]1C | -4% |
| Cc1ccc(-c2c(C(=O)N3CCN(c4cccc(C)c4)C(C)C3)oc(=O)c3ccccc23)cc1 (configuration not stated) | 0% |
| O=C(O)CSc1nnc(-c2cccc(S(=O)(=O)N3CCOCC3)c2)n1-c1cccc(Cl)c1 | -1% |
| Cc1cccc(C(=O)N2CCc3cc(CNC(=O)COc4ccc(Cl)cc4)ccc32)c1 | -6% |
| O=C(O/N=C1\C(=O)N(c2ccccc2)c2ccccc21)C1CC1 | 9% |
| C=CCN1CCN(c2ccncc2S(=O)(=O)N2CCN(C)CC2)CC1 | -7% |
| COc1ccccc1C(CCN(Cc1ccccc1)C(C)=O)c1ccco1 (configuration not stated) | -12% |
| Cc1ccccc1N(CC(=O)NCC1CCCO1)C(=O)CNS(=O)(=O)c1ccc(F)cc1 (configuration not stated) | 6% |
| Cc1ccc(N(CC(=O)NCC2CCCO2)C(=O)CCC(=O)Nc2nccs2)cc1C (configuration not stated) | 7% |
| CC1Cc2cc(S(=O)(=O)NCc3ccc(Cl)cc3)ccc2N1C(=O)C1CCC1 (configuration not stated) | -10% |
| O=C1c2[nH]nc(-c3ccccc3O)c2C(c2cccc(OCc3ccccc3)c2)N1CCO (configuration not stated) | 4% |
| COC(=O)c1cc2sc(Cl)cc2n1Cc1cc(C)ccc1C | -6% |
| Cc1ccc2[nH]c(C(=O)Nc3ccccc3)cc2c1 | -3% |
| CCN1CCCc2cc(CN(CCN3CCOCC3)C(=S)Nc3ccc(C)cc3)ccc21 | -11% |
| CCc1nn(CC(=O)NCCCN(CC)CC)c(=O)c2cc3sc(C)cc3n12 | -2%&-2% |

Five entries out of the list, arranged by length of the SMILES, largest number first:
| SMILES | aSyn yeast rescue |
| --- | --- |
| O=C1c2[nH]nc(-c3ccccc3O)c2C(c2cccc(OCc3ccccc3)c2)N1CCO (configuration not stated) | 4% |
| CC1Cc2cc(S(=O)(=O)NCc3ccc(Cl)cc3)ccc2N1C(=O)C1CCC1 (configuration not stated) | -10% |
| COc1ccccc1C(CCN(Cc1ccccc1)C(C)=O)c1ccco1 (configuration not stated) | -12% |
| COC(=O)c1cc2sc(Cl)cc2n1Cc1cc(C)ccc1C | -6% |
| Cc1ccc2[nH]c(C(=O)Nc3ccccc3)cc2c1 | -3% |

(cont.)
| SMILES | aSyn yeast rescue |
| --- | --- |
| COC(=O)CCCNc1ncccc1[N+](=O)[O-] | -3% |
| O=C(N/N=C/c1cccc(OCC(=O)N2CCCC2)c1)C(=O)Nc1ccccc1F | 5% |
| O=C(CSc1nccn1-c1ccc(Cl)cc1)Nc1ccc(Cl)c(Cl)c1 | 10% |
| COCCNC(=O)c1ccc(N2CC3CC(C2)c2cccc(=O)n2C3)c(NC(=O)c2ccc(C(C)(C)C)cc2)c1 (configuration not stated) | 4% |
| Cn1c(=O)n(C)c2cc(CNCc3ccc(F)cc3)ccc21 | 6% |
| COc1ccc(NC(=O)c2nc(SCc3ccc(F)cc3)ncc2Cl)cc1 | 6% |
| Cc1ccc(/C=N/NC(=O)CNC(=O)COc2ccc(Cl)cc2)o1 | 7% |
| COC(=O)c1ccc(NC(=O)C(=O)NCCc2sc(-c3cccc(F)c3)nc2C)cc1 | -1% |
| Cc1cccc(C)c1OCc1cc(=O)n2ccsc2n1 | 7% |
| COc1cc(C(c2sc3nc(C)nn3c2O)N2CC(C)CC(C)C2)cc(OC)c1OC (configuration not stated) | -9% |
| COc1cc2nc(CN3CCOCC3)n(CC(=O)N3CCCCCC3)c(=O)c2cc1OC | 3% |
| Cn1nc(-c2ccc(C(=O)Nc3ccc(OC(F)(F)F)cc3)cc2)c2ccccc2c1=O | -2% |

Reprinted at random: 3 compounds from above, in no set order.
| SMILES | aSyn yeast rescue |
| --- | --- |
| COC(=O)CCCNc1ncccc1[N+](=O)[O-] | -3% |
| O=C(N/N=C/c1cccc(OCC(=O)N2CCCC2)c1)C(=O)Nc1ccccc1F | 5% |
| COCCNC(=O)c1ccc(N2CC3CC(C2)c2cccc(=O)n2C3)c(NC(=O)c2ccc(C(C)(C)C)cc2)c1 (configuration not stated) | 4% |

Next results.
| SMILES | aSyn yeast rescue |
| --- | --- |
| Cc1cc(C)cc(NS(=O)(=O)c2cc3[nH]c(=O)c(=O)[nH]c3cc2C)c1 | 4% |
| CSc1nc2n(n1)C(c1cccs1)C1=C(CCCC1=O)N2 (configuration not stated) | 3% |
| CCOCCCn1c(SCC(=O)Nc2ccccc2OC)nc2c(oc3ccccc32)c1=O | 5% |
| O=S(=O)(c1cnccc1N1CCN(CCO)CC1)N1CCCC1 | -4% |
| Cc1ccc(NC(=O)C2CCN(S(=O)(=O)c3c(C)noc3/C=C/c3ccco3)CC2)cc1C | -2% |
| Cc1onc(-c2ccccc2Cl)c1C(=O)N1CCOC12CCN(c1cccc(F)n1)CC2 | -20% |
| COc1cccc(-n2ccn(CC(=O)Nc3ccccc3F)c(=O)c2=O)c1 | 5% |
| COC(=O)CNC(=O)Nc1cc(C(=O)NCc2ccc(C)cc2)ccc1N1CCCC1 | 6% |
| O=C(c1ccc2c(c1)N(Cc1ccccc1F)C(=O)c1ccccc1S2(=O)=O)N1CCN(c2ccccc2F)CC1 | 7% |
| Cc1cc(C)cc(NC(=O)c2cc(C)nc3c2c(C)nn3-c2ccccc2)c1 | -12% |
| O=C(Cc1ccccc1)N(Cc1cccnc1)c1nc2c(Cl)cccc2s1 | 14µM* |
| COc1ccc(NS(=O)(=O)c2cnc[nH]2)cc1 | 5% |
| COc1ccc(-c2nc(CSCC(=O)N3CCN(c4cc(Cl)ccc4C)CC3)c(C)o2)cc1 | 6% |
| Cc1ccc(-n2ncc3c(N4CCN(Cc5ccccc5)CC4)ncnc32)cc1Cl | -2% |
| Nc1nc2c(s1)CCCCCCCCCC2 | 9% |
| Cc1cccc(CC(=O)OCn2nnc3ccccc3c2=O)c1 | 8% |
| Cc1cc(C(=O)NCCC2=CCCCC2)ccc1[N+](=O)[O-] | -12% |
| Cc1cccc(C)c1NC(=S)N1CC(C)OC(C)C1 (configuration not stated) | 0% |
| N#Cc1ccc(CN(c2ccncc2)S(=O)(=O)c2ccccc2)cc1 | -7% |
| Cc1cc(C)n(-c2nc(C)c(C)c(=O)n2CC(=O)Nc2ccc(OC(F)(F)F)cc2)n1 | -16% |
| CCCN=Cc1ccc(O)cc1 | -9% |
| CC(=O)c1c(C)[nH]c(C(=O)NCc2ccc(F)cc2)c1C | 4% |

High-throughput results: PubChem BioAssay, National Center for Advancing Translational Sciences (NCATS)

The list is partial. The share of hits here may be higher or lower than overall.
